High-throughput results: PubChem, several laboratories
PKA-R1A activ – activators of PKA-R1A holoenzyme, primary screen, biochemical, fluorescence polarization, Cy5-IP20, bovine R1A, mouse PKAc. cAMP-dependent protein kinase type I-alpha regulatory subunit (Bos taurus) + …. PKA-R1A dissociation; scaled: DMSO 0%, 113 µM cGMP 100%. activation, % at 11.4 µM. 0.083% of 340,000 active. AID 504707, 2011;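 active = percent activation above the mean of all tested compounds plus 3 SD, cut at about 19% in these data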;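 also: higher means more PKAc released from R1A so a rise in polarization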
AddAB inh – growth inhibition of E. coli expressing H. pylori AddAB, primary screen, AddAB inhibitor project, absorbance; inhibition, % at 11.9 µM; 0.29% of 330,000 active; in the data active = inhibition above about 12%;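 also: 0% = vehicle wells of infected cells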
PfHsp90 yeast 2 – growth inhibition of PfHsp90-expressing yeast, primary screen, antimalarial PfHsp90 inhibitor project, S. cerevisiae, BacTiter-Glo luminescence, single point, set 2 | 0.32% of 310,000 active | BacTiter-Glo ATP, 48 h; yeast lacking PDR1 and PDR3 efflux regulators | AID 504621, 2011 | inhibition, % at 9.4 µM;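 active = every replicate shows inhibition above about 80%, whatever the replicate mean, limit read from the data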;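 also: 0% = DMSO neutral controls and 100% = 20 µM radicicol positive controls; yeast relying on Plasmodium falciparum Hsp90 in place of its own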
Tat transport – E. coli Tat export inhibitors, primary screen, MC4100, TorA-mCherry reporter, fluorescence, single point; inhibition, % at 10 µM; 0.036% of 340,000 active; AID 488895, 2010;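 active = mean replicate inhibition at least 50% and at least half of replicates individually reaching 50%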;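 also: exported cargo escapes ClpAP degradation while cytoplasmic cargo is degraded and loses fluorescence; 0% = median of neutral control wells and 100% = median of NaSCN control wells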
E coli growth – E. coli V3065 growth inhibition, primary screen, counter-screen for AddAB inhibitor project, absorbance, OD600; inhibition, % at 11.9 µM; 18 h; 0.27% of 330,000 active;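 active = inhibition above the campaign's mean inhibition across all tested compounds plus 3 SD, cut at about 9.9% in these data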;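 also: uninfected addAB+ strain grown without phage in ampicillin broth; 0% = DMSO wells and 100% = ciprofloxacin 0.95 µg/ml wells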
DSG3 Ab inh – inhibitors of pemphigus antibody binding to DSG3, primary screen, biochemical, bead-based, flow cytometry, scFv-GFP. Desmoglein-3 (Homo sapiens), P32926. 0.48% of 310,000 active. binding (percent of control), % at 10 µM. DSG3-coupled beads, scFv-anti-DSG3-GFP binding; active compounds read low;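 active = binding more than 3 SD below its plate's average and above zero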;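 also: hits lower antibody fragment binding to DSG3; some compounds called inactive have numbers as strong as hits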
MOR-DOR inv ag – inverse agonists of MOR-DOR heterodimerization, primary screen, cell-based, luminescence | cell-based MOR-DOR heterodimer luminescence, inverse agonism | inhibition, % at 9.3 µM | 0.21% of 340,000 active; in the data active = inhibition above about 22%, passing the limit was not always enough;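 also: 0% = cells with DMSO and 100% = wells without cells with DMSO; values of inactives mirror those of a sister screen read the other way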
Target sequence (P35372 whole entry, looked up): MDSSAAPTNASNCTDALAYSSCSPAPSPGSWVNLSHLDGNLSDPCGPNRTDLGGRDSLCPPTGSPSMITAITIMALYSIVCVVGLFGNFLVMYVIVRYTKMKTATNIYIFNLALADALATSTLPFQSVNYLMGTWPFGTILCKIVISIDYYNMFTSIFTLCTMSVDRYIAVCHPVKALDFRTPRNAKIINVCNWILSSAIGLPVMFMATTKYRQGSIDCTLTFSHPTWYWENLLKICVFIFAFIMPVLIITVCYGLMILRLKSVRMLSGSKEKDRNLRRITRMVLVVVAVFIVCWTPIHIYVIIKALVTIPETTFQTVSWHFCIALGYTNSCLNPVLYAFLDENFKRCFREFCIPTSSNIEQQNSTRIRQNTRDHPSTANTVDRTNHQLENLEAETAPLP
Target sequence (P41143 whole entry, looked up): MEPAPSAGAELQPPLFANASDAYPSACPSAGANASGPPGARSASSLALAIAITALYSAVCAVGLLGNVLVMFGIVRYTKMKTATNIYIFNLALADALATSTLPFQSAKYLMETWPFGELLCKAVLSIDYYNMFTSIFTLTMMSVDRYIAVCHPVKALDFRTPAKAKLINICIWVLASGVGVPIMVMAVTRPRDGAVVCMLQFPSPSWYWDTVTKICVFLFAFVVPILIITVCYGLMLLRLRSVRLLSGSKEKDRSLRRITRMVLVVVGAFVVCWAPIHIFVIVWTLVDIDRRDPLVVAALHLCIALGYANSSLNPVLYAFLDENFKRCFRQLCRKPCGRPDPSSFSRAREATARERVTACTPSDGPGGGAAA
Arrestin-AP2 inh – inhibitors of beta-arrestin/AP2 binding, primary screen, biochemical, GPCR trafficking, flow cytometry; FITC-arrestin peptide / GST-AP2 beads; AP2 beta2 appendage carries R879A mutation; inhibition, % at 10 µM; 0.31% of 340,000 active;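 active = inhibition above a set limit, near 3 SD of compounds lacking own fluorescence, cut at about 54% in these data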;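 also: plate controls were DMSO wells for no effect and 5 µM unlabelled arrestin peptide for full effect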
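Material – GST-tagged AP2 beta2-adaptin appendage (R879A) on 4 µm glutathione beads · Probe or stimulus – fluorescein-tagged arrestin peptide at 50 nM final · Timing – 12 min plus 1 h, RT · Detection – bead flow cytometry, FITC channel · Read-out basis – inhibition as reduced fluorescein signal on beads, percent · Medium – PBS plus Tween 20 (0.05%) and BSA (0.1%)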
SUMO Mot1 rescue – yeast Mot1-301 growth rescue at high temperature, primary screen, SUMOylation pathway inhibitor project, S. cerevisiae, ATP luminescence, 38.5C | S. cerevisiae Mot1-301 growth rescue; percent above DMSO median, 100 means doubled | growth rescue, % at 18.8 µM | 1% of 320,000 active;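 active = every valid replicate shows activation above 250% relative to neutral control wells; inactive = the rest, any valid replicate at or below 250%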;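 also: OY570 slx delta 5 strain wells were the positive control but not used for scaling; some compounds called inactive have numbers as strong as hits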
OPRM1-OPRD1 ag – agonists of OPRM1-OPRD1 heterodimerization, primary screen, cell-based, luminescence; cells; activation, % at 9.3 µM; 0.3% of 340,000 active; in the data active = activation above about 18%;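 also: 0% = vehicle-treated cells and 100% = reference agonist; values of inactives mirror those of a sister screen read the other way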
phage Ecoli inh – growth loss of phage-infected E. coli, primary screen, RecBCD inhibitor project, absorbance, with phage, HTS | inhibition, % at 11.9 µM | 0.26% of 360,000 active | AID 651602, 2012; in the data active = inhibition above about 11%
* hit, by the source's call; . = not tested or not shown.

Values run as follows: PKA-R1A activ	AddAB inh	PfHsp90 yeast 2	Tat transport	E coli growth	DSG3 Ab inh	MOR-DOR inv ag	Arrestin-AP2 inh	SUMO Mot1 rescue	OPRM1-OPRD1 ag	phage Ecoli inh
COc1cccc(OC)c1OCCCOc1c(OC)cccc1OC
  -3.8	0.4	19.8	-9.6	0.6	99.4	11.1	-2.2	-2.8	-1.9	-0.2
COc1ccc(CCC(C)NCC(C)c2ccccc2)cc1 (stereo not drawn)
  1.3	3.3	-8.7	5.6	1.2	122.9	-11.2	30.7	-3.2	2.3	-0.8
COc1cc(C(=S)N2CCOCC2)ccc1OC(=O)c1ccc(Br)cc1
  2.2	.	-3.2	-4.2	.	120.9	6.8	-2.8	-16.6	-1.4	1.9
Cc1cc(C(=O)COC(=O)CNS(=O)(=O)c2ccc3ccccc3c2)c(C)n1-c1ccccc1
  4.9	1.3	11.3	5.0	1.0	99.0	-14.2	-9.9	59.7	2.7	0.5
O=C(CCCN1C(=O)NC2(CCCC2)C1=O)NCc1ccccc1
  -9.2	1.6	18.6	0.5	-1.7	98.9	17.3	21.7	-4.8	-4.6	6.0
O=C(Cc1cccs1)NCc1ccncc1
  -0.9	1.1	8.6	-3.2	-2.0	102.0	16.7	3.9	-16.8	-2.8	1.4
COc1ccc(-c2cc(-c3ccccc3)nc(NN)n2)cc1OC
  -3.8	-0.3	-15.8	-2.7	-1.2	95.2	26.0	33.3	-5.1	-5.2	1.3
O=[N+]([O-])c1ccc(/C=N/NC(=S)Nc2ccccc2C(F)(F)F)o1
  3.5	6.3	1.2	26.0	-0.4	99.9	-12.3	.	8.6	2.2	6.3
NC(=O)CSc1nnc(-c2ccc(S(=O)(=O)N3CCCC3)cc2)n1Cc1ccco1
  -1.0	0.8	.	-4.6	-0.5	91.2	9.3	1.6	-12.0	-1.6	.
O=C(CN1c2ccccc2Sc2ccccc21)NNC(=S)Nc1ccc(Cl)cc1Cl
  -16.9	4.1	-20.6	19.9	4.7	104.6	6.9	-7.5	-3.4	-1.2	2.6
Nc1nc(Nc2ccc(Cl)cc2)nc(NCc2ccco2)c1[N+](=O)[O-]
  -13.5	1.0	-16.6	5.7	0.5	98.7	-11.2	-8.7	0.1	2.2	1.2
C[C@H](CO)N1C[C@H](C)[C@@H](CN(C)C(=O)Nc2ccc3c(c2)OCO3)Oc2c(NC(=O)C3CCCCC3)cccc2C1=O
  5.0	4.8	14.5	-4.2	1.1	105.2	10.1	-9.3	-23.2	-1.8	-0.1
COc1ccccc1NC(=O)Nc1c(C)nn(C)c1C
  2.7	-2.7	-19.6	-12.1	2.5	.	7.9	20.1	13.8	-1.7	0.9
COc1ccc2[nH]c3nc(SCc4nnc(-c5ccccc5)o4)nnc3c2c1
  -1.9	-2.0	.	-7.0	-4.2	.	-10.6	-3.0	9.6	2.1	1.6
CC(C)(C)c1ccc(C(=O)NN2C(=O)CSC2=S)cc1
  -5.6	3.3	-37.6	-11.9	0.3	97.9	17.6	2.9	-21.1	-3.5	1.0
CCOC(=O)C1(CCc2ccccc2)CCN(C2Cc3ccccc3C2)CC1
  -5.7	3.6	4.3	2.4	-0.7	109.0	-15.6	-7.7	116.1	3.0	4.6
COc1cccc(CNC(=O)c2ccc3c(c2)N(C)CCS3)c1OC
  -7.5	-1.7	-12.8	-11.0	1.6	88.4	7.7	-13.9	-1.7	-1.3	2.0
Clc1ccc(C2Nc3cccc4cccc(c34)N2)cc1Cl
  8.4	1.0	-1.8	-16.1	2.9	85.6	0.3	7.7	-5.4	-0.1	2.2
CCN(CC)C(=O)CSc1nc2c(sc(=S)n2-c2ccccc2)c(=O)n1-c1ccccc1OC
  9.0	.	13.3	-2.4	.	92.2	-5.4	9.7	.	1.0	-0.7
CC(=O)NC(Cc1ccc(F)cc1)C(=O)NC1CCN(C(=O)Nc2cccc(C)c2)CC1 (stereo not drawn)
  2.3	-0.2	-15.7	-6.5	-2.4	106.1	18.7	-5.2	13.8	-3.5	-1.4
Cc1ccc(-c2noc(C3CCCN(C(=O)c4ccccc4)C3)n2)o1 (stereo not drawn)
  -1.5	-1.3	.	5.7	1.4	99.1	-8.8	9.3	-13.0	1.6	3.9
CCOc1ccccc1N=NC1C(=O)N(C(N)=S)N=C1C (stereo not drawn)
  6.1	0.7	8.2	-11.4	0.7	94.3	5.4	38.0	-15.8	-0.9	-1.1
Cc1ccc(F)cc1CNC(=O)C1CCC(=O)N(CCc2ccccc2)C1 (stereo not drawn)
  -5.7	4.1	-11.7	5.3	0.6	97.3	7.0	1.9	37.3	-1.4	3.5
COc1ccc(Cl)cc1NC(=O)c1c(-c2ccccc2)noc1C
  -4.6	1.0	2.8	5.2	-0.3	90.6	-72.0	-6.4	-15.3	13.2	1.1
CC1C/C(=N\NC(=O)c2ccc([N+](=O)[O-])cc2)CC(C)(C)C1 (stereo not drawn)
  -0.5	2.6	-2.8	-0.1	1.3	98.1	3.5	24.2	-3.1	-0.7	-0.8
CC(C)CC(=O)N1CCN(Cc2ccccc2[N+](=O)[O-])CC1
  .	0.2	-32.0	2.4	-2.4	104.8	.	-7.7	-8.0	.	5.7
CCC1=NC(c2ccccc2)N(O)C1(C)C (stereo not drawn)
  -2.0	1.5	-11.9	0.6	-0.2	111.0	21.3	0.9	75.5	-3.8	-0.5
CC1=C(C(=O)NC2CCCC(C)C2C)C2(CCCCC2)OC1=O (stereo not drawn)
  2.3	3.0	12.6	2.9	1.5	105.6	-0.1	-5.1	-28.9	0.0	2.4
CCOC(=O)C1=C(C)NC(C)=C(C(=O)OCC)C1C(=O)OCC(=O)NC
  -5.6	1.1	-3.4	0.3	3.2	105.2	6.6	-8.0	-8.1	-1.4	0.5
Cc1nc(N2CCOCC2)c2c(C)c(C(=O)Nc3ccc(F)cc3Cl)sc2n1
  -4.7	-0.8	-22.7	-13.3	-0.1	102.6	12.8	-3.1	18.7	-2.6	0.8
COc1ccc(C(=O)Nn2c(C)nc3ccccc3c2=O)cc1OC
  5.8	-0.9	6.1	-7.4	1.1	93.2	5.0	32.8	-28.2	-0.9	-0.7
CSc1nnc2c(n1)c(C)nn2-c1ccc(C)cc1
  -0.1	1.5	6.4	2.5	-1.2	93.3	16.0	31.0	.	-3.0	1.2
Cn1c(=O)c(C(N)=S)cn(-c2ccccc2)c1=O
  -2.0	-2.4	-13.7	-0.1	-1.8	89.6	14.5	-0.6	16.1	-3.2	1.5
CCOC(=O)c1cc(-c2nnc(SCC(=O)Nc3ccc(F)cc3)o2)c(C)nc1C
  -7.2	-3.0	4.6	-1.3	-2.7	111.2	-6.0	13.7	-11.9	1.2	2.9
COc1ccccc1N1CCN(C(=O)CSc2ccc3c(C)cc(C)nc3n2)CC1
  -2.3	2.7	-23.2	-3.0	-3.5	97.5	8.0	14.8	141.8	-1.4	2.1
COC(=O)c1cc(NC(=O)CN2C(=O)CSC2=O)ccc1Cl
  -4.6	2.7	.	0.7	1.9	.	3.1	4.0	-10.4	-0.5	1.3
CN1CCN(C(=O)C2=C[C@H](c3ccc(C(F)(F)F)cc3)C[C@H](OCCCCO)O2)CC1
  0.8	4.2	-2.2	2.1	-1.0	100.8	17.5	-1.5	-5.8	-3.0	0.0
COc1ccc(CCNC2CCN(C)CC2)cc1OC
  -1.9	-1.3	12.2	-1.5	-1.5	99.7	7.2	7.1	-2.3	-1.2	1.0
Cc1cccnc1NC(=S)Nc1ncccc1C
  4.5	-1.1	5.0	-5.9	-0.2	119.6	-0.5	3.6	-19.4	0.1	1.0
Clc1cc(Br)ccc1OCCN1CCOCC1
  -2.3	0.5	6.8	-1.4	-1.2	126.9	4.2	29.1	40.4	-0.8	2.3
CC12CC3CC(C)(C1)CC(NCc1ccncc1)(C3)C2
  -1.3	-0.4	-38.9	-7.9	-2.5	90.3	-0.5	11.1	.	0.1	-0.5
O=C(COc1ccc(S(=O)(=O)N2CCOCC2)cc1)NC1CCCCC1
  -15.0	4.4	1.8	2.7	1.4	99.1	6.3	7.8	0.8	-1.6	5.6
CCOc1ccc(NC(=O)COc2cccc3c2CCN(Cc2cccnc2)C3=O)cc1
  -14.6	-2.3	-29.9	-1.1	-2.8	104.7	9.8	-14.4	4.2	-1.9	1.7
CCc1ccccc1NC1=NCC(=O)N1C1CCCCC1
  0.4	-0.5	23.6	-4.7	-0.8	115.0	-21.2	3.4	-14.5	3.6	2.7
O=C(COc1ccc(Br)cc1CNCCCN1CCOCC1)Nc1ccccc1
  -2.9	-1.5	-21.0	-13.2	-0.8	104.5	9.6	6.0	12.4	-1.8	2.9
CSCCC1NC(=O)N(CC(=O)Nc2ccc(N3CCCCC3)cc2)C1=O (stereo not drawn)
  1.7	0.7	-9.2	-1.5	-3.3	100.7	13.7	2.2	-5.8	-2.6	3.8
COC(=O)c1ccccc1NC(=O)CSc1nc2ccccc2c(=O)[nH]1
  -0.6	0.1	-10.0	-1.4	-0.6	83.9	3.6	8.5	-10.6	-0.7	3.6
CCC(C)[C@H](NC(=O)N1CCCCCC1)C(=O)OC (stereo partly drawn)
  .	0.8	.	.	2.2	110.4	.	22.2	1.0	.	-1.3
NS(=O)(=O)c1cccc(NC(=O)COC(=O)/C=C/c2nc3ccccc3s2)c1
  -0.5	-0.3	8.5	-8.0	0.2	90.9	3.9	3.8	-9.9	-0.8	2.4
CCn1c(/C=C/c2c(C)[nH]c3ccccc23)nc2ccccc2c1=O
  -7.8	1.7	-31.7	-6.3	-0.3	109.8	-146.3	-9.2	.	27.4*	7.7
Cc1cccc(C(=O)NNC(=S)NC(=O)c2ccccc2)c1
  8.4	7.0	12.9	-5.1	-2.1	99.0	19.1	-14.1	-9.9	-3.8	3.4
CCOc1nc(N2CCOCC2)nc(C)c1[N+](=O)[O-]
  -0.6	2.0	.	3.1	-1.2	87.9	3.6	-1.2	-4.3	-0.5	0.7
COc1ccc(C(=O)CSc2nnc(-c3cccs3)n2-c2ccccc2)cc1
  -1.2	1.5	-20.3	0.0	-0.2	97.9	18.9	-1.4	13.4	-4.1	0.6
Cc1ccc([N+](=O)[O-])cc1NC(=O)Cc1cccs1
  -3.4	-1.0	2.0	-5.8	-3.7	91.2	7.1	1.5	-3.3	-1.1	3.0
